# Screens deposited in PubChem by NCI.
# All columns: NCI-60 one-dose screen, growth in % after 48 h at 10 µM unless noted; 100 = growth as untreated, 0 = no growth, -100 = all killed.
# BT-549: BT-549 breast cancer; 78,000 compounds, 4.4% hits; AID 1794793
# UACC-62: UACC-62 melanoma. 81,000 compounds, 5.4% hits
# MALME-3M: MALME-3M melanoma | 78,000 compounds, 5.8% hits | AID 1794766
# SK-MEL-2: SK-MEL-2 melanoma | 77,000 compounds, 4.7% hits
# HS 578T: HS 578T breast cancer; 78,000 compounds, 4.1% hits
# T-47D: T-47D breast cancer | 79,000 compounds, 5% hits
# UACC-257: UACC-257 melanoma; 78,000 compounds, 4.4% hits
# LOX IMVI: LOX IMVI melanoma. 79,000 compounds, 7.4% hits. AID 1794757
# An asterisk follows results filed as active; . = not tested or not shown; & = joins results of further samples. Rule for the calls: active = growth percent below 10; inactive = the rest. Rows were taken by chance; overall some 11% were active at least once.
compound	T-47D	BT-549	HS 578T	UACC-62	LOX IMVI	UACC-257	MALME-3M	SK-MEL-2
Cn1cc(-c2csc(-c3cn(C(=O)OC(C)(C)C)c4ccc(Br)cc34)n2)c2cccnc21	74	103	95	91	.	114	.	91
Clc1ccc(Nc2nccc(Nc3ccc4[nH]ncc4c3)n2)cc1	30	53	62	34	45	88	88	.
C#Cc1ccc(-n2c(/C=C/c3cc(OC)c(OC)c(OC)c3)nc3ncccc3c2=O)cc1	59	60	75	53	57	54	50	-2.4*
CN(Cc1ccccc1)c1ncnc2[nH]ncc12	98	108	111	97	115	113	111	115
CCOC(=O)C(C(=O)OCC)C(C(=O)OCC)(C(=O)OCC)C(C(=O)OCC)C(=O)OCC	89	100	104	.	100	93	108	91
COc1cc2oc(-c3ccc(NC(=O)c4ccc([N+](=O)[O-])cc4)cc3)cc(=O)c2c(OC)c1OC	103	105	109	107	94	112	99	99
Nc1ccc(N=Nc2ccccc2)c2cc(S(=O)(=O)O)ccc12	97	114	104	103	98	97	107	91
COc1ccc(-c2cc(-c3ccc(OC)cc3)n(-c3ccc(-c4nnc(SCC(N)=O)o4)cc3)n2)cc1	82	.	97	96	91	107	105	110
Cc1cc(OC(=O)c2nnn(-c3ccccc3Cl)c2C)nc2[nH]c(=O)sc12	100	108	98	100	94	113	95	111
CCC1(c2ccccc2)NC(=O)NC1=O (configuration not stated)	93	100	104	96	101	94	98	103
COc1ccc(OC)c(-c2c(C#N)c(=O)oc3c2c(N)nn3-c2ccccc2)c1	95	106	107	96	.	102	104	112
COc1ccc2nc(-c3ccc(-c4noc(-c5ccccc5)n4)cc3)[nH]c2c1	87	88	104	108	101	112	.	109
CCCOP(=O)(OCCC)OCC1OC(n2ccc(N)nc2=O)C(O)C1O (configuration not stated)	104	104	114	102	102	102	87	.
C/C(=N\Nc1ccc([N+](=O)[O-])cc1[N+](=O)[O-])c1ccc[nH]1	127	101	112	103	110	110	97	127
Oc1ccc(-c2ccc3c(c2)ncn3-c2ccc(F)cc2)cc1	71	94	93	107	118	110	121	106

# Ordered by molar mass (lowest first): part of the list above.
compound	T-47D	BT-549	HS 578T	UACC-62	LOX IMVI	UACC-257	MALME-3M	SK-MEL-2
CN(Cc1ccccc1)c1ncnc2[nH]ncc12	98	108	111	97	115	113	111	115
C/C(=N\Nc1ccc([N+](=O)[O-])cc1[N+](=O)[O-])c1ccc[nH]1	127	101	112	103	110	110	97	127
Oc1ccc(-c2ccc3c(c2)ncn3-c2ccc(F)cc2)cc1	71	94	93	107	118	110	121	106
Nc1ccc(N=Nc2ccccc2)c2cc(S(=O)(=O)O)ccc12	97	114	104	103	98	97	107	91
Clc1ccc(Nc2nccc(Nc3ccc4[nH]ncc4c3)n2)cc1	30	53	62	34	45	88	88	.
COc1ccc2nc(-c3ccc(-c4noc(-c5ccccc5)n4)cc3)[nH]c2c1	87	88	104	108	101	112	.	109
Cc1cc(OC(=O)c2nnn(-c3ccccc3Cl)c2C)nc2[nH]c(=O)sc12	100	108	98	100	94	113	95	111
CCCOP(=O)(OCCC)OCC1OC(n2ccc(N)nc2=O)C(O)C1O (configuration not stated)	104	104	114	102	102	102	87	.
C#Cc1ccc(-n2c(/C=C/c3cc(OC)c(OC)c(OC)c3)nc3ncccc3c2=O)cc1	59	60	75	53	57	54	50	-2.4*
CCOC(=O)C(C(=O)OCC)C(C(=O)OCC)(C(=O)OCC)C(C(=O)OCC)C(=O)OCC	89	100	104	.	100	93	108	91
Cn1cc(-c2csc(-c3cn(C(=O)OC(C)(C)C)c4ccc(Br)cc34)n2)c2cccnc21	74	103	95	91	.	114	.	91
COc1ccc(-c2cc(-c3ccc(OC)cc3)n(-c3ccc(-c4nnc(SCC(N)=O)o4)cc3)n2)cc1	82	.	97	96	91	107	105	110

# Carrying on:
compound	T-47D	BT-549	HS 578T	UACC-62	LOX IMVI	UACC-257	MALME-3M	SK-MEL-2
O=C1SCN(Cc2ccccc2)CN1Cc1ccccc1	52	131	96	90	70	71	101	101
O=C(CSc1nnc(-c2ccc(Cl)cc2)o1)Nc1ccc(C(=O)/C=C/c2ccc(Cl)cc2)cc1	99	133	96	88	98	99	114	101
NC(=S)c1cnccn1	93	113	100	97	97	81	101	98
COCCn1cc(-c2nc(-c3c[nH]c4ncccc34)cs2)c2ccccc21	4.8*	43	47	64	67	87	98	78
Cc1cccnn1	101	104	97	102	101	101	85	130
Fc1ccc(CNCCNc2ncnc3c2cnn3-c2ccccc2)cc1	84	102	92	101	89	86	92	113
CCCCCc1ccc(S(=O)(=O)Nc2cc(-c3csc(NC)n3)ccc2N2CCN(C)CC2)cc1	104	107	102	96	89	97	93	126
Clc1ccc(C2=Nn3c(Cc4ccccc4)nnc3SC2)cc1	80	103	96	77	103	107	95	105
O=C(Cn1c(O)c(C=Nc2ccc(S(=O)(=O)Nc3ncccn3)cc2)c2ccccc21)c1ccc(Cl)cc1	99	.	104	97	96	100	108	99
Cc1ccc(C(C)C)c(O)c1NC(=O)OC(C)C	.	96	96	92	99	92	.	97
CC1=C(C(=O)N(Cc2ccccc2)Cc2ccccc2)C(c2ccccc2)NC(=O)N1 (configuration not stated)	100	.	114	106	99	104	87	94
COc1ccc2oc3c(C)c4c(c(C)c3c2c1)C(=O)N(N)C4=O	91	99	114	87	95	102	102	109
Clc1ccc(N2N=C(c3cccc(Nc4ccncc4)c3)CC2c2ccccc2)cc1 (configuration not stated)	97	93	73	97	87	101	93	107
O=C(CCc1nnc(Cn2cncn2)o1)c1nc2ccccc2[nH]1	108	112	127	98	94	112	92	.
O=C(Nc1ccccc1Cl)c1ccc(Cl)cc1	.	.	88	.	96	105	87	93
O=C(/C(=C\c1c(-c2ccccc2)[nH]c2ccccc12)S(=O)(=O)c1ccccc1)c1ccccc1	22	48	72	40	59	32	83	36
CC(=O)N(Cc1ccccc1)c1nc2ccc(O)c(CN(C)C)c2s1	85	97	93	94	94	102	98	108
Cn1c(=O)[nH]c(=O)c2nc(/C=C/c3ccccc3)c(=O)[nH]c21	106	107	88	99	95	104	94	99
CC(C)CCNc1ccc(Cl)cc1	92	.	94	98	104	105	108	111
COC(=O)C1(C)CCCC2(C)C3CCC(C(C)C)C(CO)C3C(CO)CC12 (configuration not stated)	74	80	82	73	97	99	111	115
Cc1ccc(/C=C/C(=O)c2cccc(NC(=O)CSc3nc4ccccc4c(=O)n3-c3ccccc3)c2)c(C)c1	97	124	103	94	95	109	107	104
Cc1ccc(-n2c(-c3cc(-c4ccncc4)n(-c4ccccc4)n3)n[nH]c2=S)cc1	95	111	91	98	106	117	147	100
Cc1ccc(NC(=O)Nc2ncccc2OCc2ccccc2)cc1	80	96	84	84	97	95	117	98
c1coc(CNc2nc3ccccc3n2CCN2CCCCC2)c1	102	105	104	107	100	.	100	112
C/C(=N/NC(=O)c1cc2ccccc2oc1=N)c1ccc([N+](=O)[O-])cc1	91	88	103	96	92	122	95	98
CC1=NNC(=O)C1C (configuration not stated)	104	284	91	95	99	.	467	100
O=C(CSc1nc2ccccc2c(=O)[nH]1)Nc1ccc(C(=O)O)cc1	89	100	86	86	96	105	93	101
COc1cc(/C=C2\CCCC3=C2N=C2SC(C)=NN2C3c2cc(OC)c(OC)c(OC)c2)cc(OC)c1OC (configuration not stated)	38	.	25	-31*	-68*	49	.	77
O=C(O)c1cc2ccccc2cc1O	119	95	88	89	97	96	113	84
COc1ccc2nc(NC(=O)CSc3nnc4n3S(=O)(=O)c3ccccc3N4C)sc2c1	99	113	90	87	92	82	120	51
Fc1ccccc1-c1nnc2sc(-c3ccccc3)nn12	85	99	103	90	108	106	117	98
O=C(/C=C/c1ccccn1)c1ccccc1O	66&69	112	87	82&78	22&20	85&50	107&70	100&104
O=c1c(O)cccn1CCCNCCCN(CCCn1cccc(O)c1=O)CCCn1cccc(O)c1=O	101	113	120	100	84	121	108	122
Cc1cc([N+](=O)[O-])ccc1NC(=O)CSC#N	96	87	109	96	99	108	101	117
CCN(CC)CCOc1ccccc1/C=C/c1noc2ccccc12	64	82	89	69	73	84	110	95
O=S1OC(c2ccccc2)C(c2ccccc2)O1 (configuration not stated)	88	105	110	103	89	103	92	114
CCCCCNC(C)(C)COC(=O)c1ccc([N+](=O)[O-])cc1	122	113	88	90	112	105	108	113
Cc1nc(Nc2ccc(NC(=S)Nc3ccccc3)cc2)nc2nc(SCc3ccccc3)[nH]c(=O)c12	88	.	105	82	101	75	.	110
Cc1cc(=O)oc2c1ccc1oc(C#N)c(C)c12	89	94	91	100	88	105	97	115
COc1cc(OC)c2c(c1)O[C@@]1(OC)[C@H](c3ccccc3)CC(=O)[C@@]21O	81	110	105	94	98	109	104	105
O=C1/C(=C/c2cccs2)SC(=S)N1CC(=S)C1CCS(=O)(=O)C1 (configuration not stated)	105	97	115	85	62	107	96	100
N#Cc1c(-c2ccccc2Cl)c2c(Br)cc3ccccc3c2oc1=O	61	76	93	93	94	81	104	96
CCn1cc(C(=O)NNC(=S)Nc2cccc(C)c2)c(=O)c2ccc(C)nc21	64	73	46	63	80	74	85	82
COC(=O)c1cc(=O)n(Cc2ccco2)c(=Nc2ccccc2)s1	90	84	87	81	81	80	91	117
O=c1oc2cc([N+](=O)[O-])ccc2c2ccccc12	101	.	103	108	97	130	112	104
CC(=O)Nc1nc2c(s1)Nc1cc(C)c(C)cc1NC2=O	90	101	106	110	.	94	106	.
C(=N/OCc1ccccc1)/c1cccnc1	98&102	96&109	100&122	104&106	102&106	94&113	103&128	100&128
Cc1ccc(-c2ccnc(/N=C(\N)Nc3ccc(S(=O)(=O)Nc4nc(C)cc(C)n4)cc3)n2)cc1	88	120	97	89	90	116	123	109
Nc1nc(SCc2ccccc2)c2ncn(C3OC(CO)C(O)C3O)c2n1 (configuration not stated)	100	107	.	100	105	102	110	101
COC(=O)C1CCC(C)C(=O)C1 (configuration not stated)	107	109	107	101	100	67	108	124
CCCCCCC(CCCC)COC(=O)c1ccc(Cl)cc1 (configuration not stated)	103	107	109	99	103	112	111	109
Nn1c(N/N=C/c2c[nH]c3ccccc23)n[nH]c1=S	99	99	110	93	97	108	101	103
O=C1NC(=S)S/C1=C/c1ccc2c(c1)OCO2	119	98	96	105	102	86	83	119
CCc1ccc(-c2ccc(=O)n(-c3ccc(S(N)(=O)=O)cc3)n2)cc1	33	7.7*	29	38	55	22	36	1.5*
COC[C@H](C)n1c(C2CCOCC2)nc2cnc3cc(-c4c(C)noc4C)c(OC)cc3c21	38	69	13	32	27	38	76	77
COc1cc(-c2nc3ccc([N+](=O)[O-])cc3[nH]2)ccc1OCC(=O)NN	66	96	86	73	77	99	86	98
CC(=O)Nc1c(C)cc(O)cc1C	91	.	106	108	96	96	97	105
CS(=O)(=O)c1nnc(-c2ccccc2)s1	44	105	108	83	71	91	88	112
CCc1ccc(C(C)=O)cc1	97	.	110	105	104	106	100	.
COc1ccc(NC(=O)c2c(Nc3ccccc3)nn3cc(-c4nc5ccccc5s4)c(N)nc23)cc1	.	96	98	94	96	116	102	107

# Next entries follow.
compound	T-47D	BT-549	HS 578T	UACC-62	LOX IMVI	UACC-257	MALME-3M	SK-MEL-2
O=P(O)(O)c1ncc(-c2ccc(C(F)(F)F)cc2)c(NC2CCCCCC2)n1	74	93	106	73	93	76	71	110
CSc1nn2c(-c3ccc(Cl)cc3)ccnc2c1C#N	71	92	92	92	88	97	75	98
Cc1nc2c(N)nn(C)c2nc1C	104	116	100	102	93	117	92	125
CCOC(=O)c1ccc(NC(=O)C(F)(F)F)cc1	86	93	.	90	82	113	104	109
N#Cc1ccc([N+](=O)[O-])o1	85	101	100	95	108	80	118	91
CC(=O)OC1C=CCC2C(=O)OC(=O)C12 (configuration not stated)	100	105	114	107	95	99	89	91
COC(=O)C(N)CCCN=C(N)NC(=S)Nc1ccc(Cl)cc1 (configuration not stated)	100	94	99	85	88	97	103	100
O=C(Nc1ccccc1)OCCN1CCOCC1	110	105	105	86	102	100	.	101
CCc1cc2c(cc1C(C)=O)C(C)CCC2(C)CC (configuration not stated)	90	113	106	100	94	99	98	90
NC(c1ccccc1)c1ccccc1	89	99	96	92	92	83	105	104
COc1ccccc1OCc1ccccc1	90	110	93	89	98	87	98	100
CCOC(=O)/C=C1\S/C(=N\Nc2cc(=O)[nH]c3ccc(Br)cc23)N(Cc2ccccc2)C1=O	64	93	87	86	94	102	95	104
O=C1c2cccc3cccc(c23)C(=O)N1c1nccs1	82	102	109	99	82	101	109	131
CCOC(=O)c1cc2c([nH]c1=O)-c1cnn(-c3ccc(Cl)cc3)c1CC2	94	102	100	110	109	95	108	102
NS(=O)(=O)c1ccc(C(=O)N/N=C(/CS(=O)(=O)c2ccccc2)c2cc3ccccc3oc2=O)cc1	99	88	90	94	98	102	83	98
COc1ccc(CSc2nc3ccc(C)cc3c(=O)n2-c2ccc(OC)cc2OC)cc1	97	103	95	92	95	109	95	100
NCc1cccc(CN)c1	105	98	113	105	88	98	110	123
OCC1OCOC2COCOC12 (configuration not stated)	.	121	99	102	108	94	114	122
CCOC(=O)c1c[nH]c(=O)cc1O	77	98	106	.	92	89	104	113
CC1(C)N=C(N)N=C(N)N1c1cccc(OCCCOc2cccc(NC(=O)CBr)c2)c1	93	114	101	101	104	99	94	112
CCN1C(=O)N(CC)C2C1NN=c1s/c(=C\c3ccc(F)cc3)c(=O)n12 (configuration not stated)	58	15	12	29	20	56	50	55
FC(F)(F)c1cc(Nc2ccc3c(OCCCN4CCOCC4)cccc3n2)ccc1Cl	48	62	55	55	-38*	97	54	100
